V1aR counter: counter-screen for oxytocin receptor agonists: human V1a receptor agonists | CHO-V1R cells, Fluo-8 calcium fluorescence, agonist mode; 0% DMSO, 100% 3 nM vasopressin | activation, % at 3 µM | actives 0.25% (n = 320,000) | AID 2797;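 active means activation above the mean activation of all tested compounds plus 3 SD, per screening run, cut at about 20% in these data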;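 further: signal is peak over basal fluorescence ratio across a 100 second FLIPR read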
Target sequence (P37288 whole entry, looked up): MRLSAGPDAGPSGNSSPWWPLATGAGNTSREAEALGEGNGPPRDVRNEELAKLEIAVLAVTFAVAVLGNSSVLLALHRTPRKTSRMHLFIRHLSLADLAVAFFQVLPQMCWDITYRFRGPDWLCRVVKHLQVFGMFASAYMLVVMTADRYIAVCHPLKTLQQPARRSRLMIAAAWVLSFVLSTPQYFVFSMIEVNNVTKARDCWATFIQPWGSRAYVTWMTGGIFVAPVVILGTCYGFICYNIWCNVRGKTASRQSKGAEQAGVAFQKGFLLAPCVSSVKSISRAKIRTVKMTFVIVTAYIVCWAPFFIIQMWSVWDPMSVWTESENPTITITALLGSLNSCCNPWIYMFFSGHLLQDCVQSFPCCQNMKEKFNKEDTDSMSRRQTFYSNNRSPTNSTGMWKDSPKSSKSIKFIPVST
GalR3 antagonist: blocks the human galanin receptor 3; actives 0.44% (n = 360,000); inhibition, % at 3 µM; HEK293 GalR3-CNG cAMP membrane potential fluorescence; galR3 body fused to GalR1 C-terminus; O60755;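 active means inhibition above the screen-wide average plus 3 SD, cut at about 13% in these data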;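 further: forskolin and galanin both at EC90 stimulate the cells; cAMP rise reported by CNG channel membrane potential dye signal; 0% = forskolin plus galanin with DMSO and 100% = forskolin alone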
Target sequence (O60755 1-299 limits assumed): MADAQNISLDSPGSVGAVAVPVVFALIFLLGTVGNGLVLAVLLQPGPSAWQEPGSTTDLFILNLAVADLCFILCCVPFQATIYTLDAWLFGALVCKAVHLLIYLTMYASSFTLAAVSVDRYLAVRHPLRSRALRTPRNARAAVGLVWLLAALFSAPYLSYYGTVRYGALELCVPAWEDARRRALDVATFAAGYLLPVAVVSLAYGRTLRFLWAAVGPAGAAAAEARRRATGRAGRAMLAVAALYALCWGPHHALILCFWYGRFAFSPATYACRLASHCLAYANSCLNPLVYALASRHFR
NALP1 inh: inhibitors of NALP1 inflammasome in yeast; S. cerevisiae NALP1/ASC/caspase-1 growth, X-gal OD620, 72 h; inhibition, % at 10 µM; actives 0.61% (n = 280,000); in the data active means inhibition mostly above about 24%, no sharp cut-off; inactive means mostly below about 32%; further: some compounds called inactive have numbers as strong as hits
OXTR potentiator: human OXTR potentiation | P30559 | CHO-OTR cells, Fluo-8 calcium fluorescence, potentiator mode; 0% = oxytocin EC15, 100% = EC100 | activation, % at 3 µM | actives 0.061% (n = 320,000) | AID 2445;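 active means activation above that plate's cutoff, the mean activation of tested compounds plus 3 SD, cut at about 6.6% in these data, passing the limit was not always enough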;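 further: 100% uses oxytocin at 75 nM as the full agonist control; some results filed as inactive read as strong as hits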
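System: human OTR in CHO cells / Also added: sub-maximal oxytocin, roughly EC15 / Control set: EC15 oxytocin low, 75 nM oxytocin high / Schedule: 6 min compound pre-incubation at room temperature, 100 s kinetic read / Compound: single-point 3.0 µM / Replication: singlicate / Technique: Fluo-8 calcium dye fluorescence / Read-out basis: % activation of max/min ratio relative to oxytocin controls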
GPR7 antag: antagonists of human GPR7 (neuropeptides B/W receptor 1). P48145. GPR7-expressing cells, fluorescence antagonist assay. inhibition, % at 4.4 µM. actives 1.1% (n = 290,000). AID 1861; in the data active means inhibition above about 16%, passing the limit was not always enough;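 further: cells stimulated with the agonist NPW; 0% = agonist with vehicle and 100% = vehicle without agonist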
Target sequence (P48145 whole entry, looked up): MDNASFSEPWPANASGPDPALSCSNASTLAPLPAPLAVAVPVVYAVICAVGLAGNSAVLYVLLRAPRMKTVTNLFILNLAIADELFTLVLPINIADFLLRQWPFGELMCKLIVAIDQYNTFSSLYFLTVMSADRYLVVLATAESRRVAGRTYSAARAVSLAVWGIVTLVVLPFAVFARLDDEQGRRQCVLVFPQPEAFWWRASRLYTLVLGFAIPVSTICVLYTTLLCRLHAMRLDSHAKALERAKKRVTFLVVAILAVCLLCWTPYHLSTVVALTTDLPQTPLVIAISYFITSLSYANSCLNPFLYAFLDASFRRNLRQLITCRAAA
MEKK2 WT-MEK5: raises or lowers MEK5 binding to wildtype human MEKK2 PB1 domain. bead flow cytometry, Alexa488-MEK5 binding to MEKK2 WT; actives lie on both sides. binding response (% of control), % at 10 µM. actives 1.1% (n = 290,000). AID 1531; in the data active means binding response below about 67% or above about 130%
PfM18AAP inh: PfM18AAP enzyme inhibition. recombinant PfM18AAP, H-Glu-NHMec fluorogenic cleavage. inhibition, % at 7.35 µM. actives 1.2% (n = 290,000). AID 1822;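 active means inhibition above the campaign mean inhibition over all tested compounds plus 3 SD, cut at about 28% in these data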;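 further: 0% = plate median of test compound wells and 100% = 2 mM ZnCl2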
MEKK2 mut-MEK5: signal of MEK5 binding to mutant human MEKK2 PB1 domain; bead flow cytometry, Alexa488-MEK5 binding to MEKK2 mutant; percent response, % at 10 µM; actives 0.35% (n = 290,000); AID 1530; in the data active means percent response above about 24%, passing the limit was not always enough; further: inactives centre near 1; some results filed as inactive read as strong as hits
OXTR ag: activates the human oxytocin receptor; AID 2435; CHO-OTR cells, Fluo-8 calcium fluorescence; normalized: DMSO 0%, oxytocin 100%; actives 0.32% (n = 320,000); activation, % at 3 µM; P30559;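 active means activation above the mean of all tested compounds plus 3 SD, cutoff set per screening run, cut at about 20% in these data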;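 further: peak over basal fluorescence ratio from a 100 s FLIPR kinetic read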
* marks the source's active call; other numbers are inactive results; . = no result given; & = joins results of further samples. Not a hit list; any-hit rate near 4.1%.

canonical_smiles,V1aR counter,GalR3 antagonist,NALP1 inh,OXTR potentiator,GPR7 antag,MEKK2 WT-MEK5,PfM18AAP inh,MEKK2 mut-MEK5,OXTR ag
COc1ccc(-c2cc(C(=O)N3CC(C)CC(C)C3)c3ccccc3n2)cc1OC (stereo unspecified),-1.6,0,.,-7,.,.,.,.,-2.0
OCCNC1=NCCN1,-0.6,-3,4,-10,-1,93,0,-3,0.0
CC(C)(C)C(=O)Nc1ccc(-c2nc3ccccc3c(=O)o2)cc1,-0.6,-2,-11,3,-9,91,0,-8,-0.3
O=C(CN1CCN(c2ccc(Cl)cc2)CC1)Nc1ccc(F)cc1,3.6,-8,2,-2,-3,97,-2,-1,1.2
CC1CCc2c(sc(NC(=O)c3cccn3C)c2C(N)=O)C1 (stereo unspecified),-0.1,-6,.,-1,.,.,.,.,-2.1
COc1ccc(N2CCN(CCNS(=O)(=O)c3ccc(C)cc3)CC2)cc1,2.8,-10,2,-12,-1,99,-13,-4,2.0
COC(=O)c1cc(NC(=O)C2COc3ccccc3O2)ccc1Cl (stereo unspecified),3.5,-6,8,-6,-6,97,6,-3,3.9
CCOCCOC(=O)C(C)Oc1ccc(Oc2nc(Cl)ccc2Cl)cc1 (stereo unspecified),-1.3,-11,13,-19,-1,98,-7,-2,-2.8
CC(C)OCCCNC(=O)NC(=O)c1ccc(Cl)cc1,6.7,4,12,-19,0,94,0,-9,2.1
COC(=O)Nc1nnc(-c2ccccc2Cl)s1,5.1,-2,25,-13,-5,101,9,5,4.7
Cc1ccc(OCCCN2CCCC2)c(C)c1,0.2,-4,1,-5,6,97,11,7,-0.2
COc1ccc(OC)c(NC(=O)CN(Cc2ccccc2)S(C)(=O)=O)c1,-0.5,1,7,-8,-12,101,-12,-1,-0.8
O=C(CCn1c(=S)[nH]c2ccccc2c1=O)NCC1CCCO1 (stereo unspecified),0.3,.,7,1,-4,94,1,-2,0.8
Cc1c(C(=O)NCc2cccs2)oc2ccc(S(=O)(=O)N3CCOCC3)cc12,3.6,-2,5,-3,8,101,-1,2,4.7
NC(=O)c1ccc(NC(=O)COC(=O)CCC(=O)c2ccc(Cl)cc2)cc1,0.2,-3,-16,0,0,103,-8,1,0.2
COc1ccc(NC(=O)c2cc3c(s2)CCC3)cc1S(=O)(=O)N1CCOCC1,2.8,-4,-3,0,-15,99,9,-2,-0.8
Cc1ccc(C(C)C)c(OCc2ccc(-c3nnco3)cc2)c1,0.8,-1,-6,-7,-4,107,1,2,0.1
CCC(CCC(=O)NNC(=O)Cc1ccc([N+](=O)[O-])cc1)C(=O)O (stereo unspecified),0.8,3,-26,-1,-5,99,-9,3,0.6
COc1ccc(-c2nn(CCC#N)cc2C(=O)Nc2cccc(C(=O)O)c2)cc1OC,.,-4,23,.,-12,99,-5,2,.
CC1CCN(S(=O)(=O)c2ccc(NC(=O)c3ccncc3)cc2)CC1,11,-6,9,-10,4,107,0,5,7.7
COC(=O)c1cn(CCOc2ccccc2)c2ccccc12,0.3,-4,.,-11,-7,103,1,7,-0.3
Cc1ccc(C(=O)N(c2c(C)n(C)n(-c3ccccc3)c2=O)C(C)C)cc1,-0.1,.,2,-5,-4,107,-7,4,0.3
C=CCc1ccccc1OCC(O)CN1CCN(c2ccccc2OC)CC1 (stereo unspecified),3.9,-15&-8,27,-6,-9,107,1,7,2.4
COc1ccc2nnc(-c3ccc(C(F)(F)F)cc3)n2n1,-0.2,-4,.,0,-4,96,4,5,-0.8
CC(C)COc1cccc(C(=O)Nc2ccc(S(=O)(=O)N3CCOCC3)cc2)c1,1.4,-12,-1,-3,-4,105,-4,0,-1.6
CN(CC(=O)Nc1c(Cl)cccc1Cl)C(=O)c1cc2ccccc2cc1O,-0.5,-3,.,-10,.,.,.,.,0.8
COC(=O)/C(C#N)=C\c1c(OC)[nH]c2ccccc12,4.8,-3,-4,-10,-16,94,7,-10,4.2
Nc1nc2c(Cl)cc(Cl)cc2s1,0.9,-7,24,-16,-7,95,-2,2,0.0
CCOC(=O)c1c(N)sc(N)c1C(=O)OCC,-0.5,-5,11,-9,-1,96,13,-4,-1.2
Cc1ccc(C)c(C(=O)NC(C)c2ccc(-n3ccnc3)cc2)c1 (stereo unspecified),1.1,-5,-6,3,-15,98,0,0,0.3

The final two compounds of the section above lead into the next.
canonical_smiles,V1aR counter,GalR3 antagonist,NALP1 inh,OXTR potentiator,GPR7 antag,MEKK2 WT-MEK5,PfM18AAP inh,MEKK2 mut-MEK5,OXTR ag
CCOC(=O)c1c(N)sc(N)c1C(=O)OCC,-0.5,-5,11,-9,-1,96,13,-4,-1.2
Cc1ccc(C)c(C(=O)NC(C)c2ccc(-n3ccnc3)cc2)c1 (stereo unspecified),1.1,-5,-6,3,-15,98,0,0,0.3
C/C(=N\OCc1ccc(C#N)cc1)c1ccccc1,-1.5,-6,20,-17,-2,107,-3,-1,-1.0
CCOC(=O)Cc1c(C)nc2c(-c3ccc(OC)cc3)c(C)nn2c1C,-0.7,-7,43*,-3,-8,110,-1,10,-2.1
COc1cccc(C(=O)Nc2ccc3nc(N4CCOCC4)cc(C)c3c2)c1,1.4,-1,45,-5,-5,103,6,10,2.6
CCOC(=O)c1c(C)[nH]c(C)c1S(=O)(=O)NC1CCN(C(=O)OCC)CC1,-0.1,2,17,2,-10,104,-1,4,-1.2
O=C(CSc1nnc(-c2cccs2)o1)OCc1ccccc1,-0.4,-12,8,-3,.,94,.,1,-1.8
O=C(CCC1CCCCC1)NCc1ccccn1,0.8,-3,24,-1,-6,96,3,-1,0.1
Cc1ccc(-n2nc3c(c2NC(=O)C(C)C)CS(=O)(=O)C3)cc1,0.8,.,14,2,1,101,4,4,-0.1
Cc1ccc(CN2CCC(CNC(=O)Nc3ccccc3F)CC2)cc1,2.0,-8,3,-14,-5,108,2,6,0.6
CC(C)(C)c1ccc(C(=O)NCC(=O)OCc2ccc([N+](=O)[O-])cc2)cc1,3.4,-4,22,-5,20,111,2,20,-0.1
CCOc1ccc(S(=O)(=O)Nc2nc3ccccc3nc2Nc2ccc(N3CCOCC3)cc2)cc1,4.0,-2,28,-6,-10,107,8,9,1.2
CCOC(=O)Cc1c(C)nc2c(-c3ccccc3)c[nH]n2c1=O,0.1,1,21,-3,8,.,-7,.,-0.6
CC(C)NC(=O)CN1CCN(C(=O)CCl)CC1,0.8,1,19,-1,-7,101,0,-1,1.8
COc1cc(C2C(C#N)=C(N)Oc3c2ccc2ccccc32)ccc1OCC(=O)Nc1ccc(C)cc1 (stereo unspecified),0.5,0,-20,3,-2,103,13,0,-1.0
O=C(c1cc(-c2ccco2)on1)N1CCOCC1,-0.2,-7,15,3,-8,105,-2,6,0.4
O=C(CCl)N(c1ccccc1)C1CCS(=O)(=O)C1 (stereo unspecified),-0.6,-2,25,-4,-7,107,3,11,-0.5
COc1cccc(C=Nc2cc(C)on2)c1O,-0.1,5,12,-2,-6,99,-1,-2,-0.2
O=C(N/N=C/c1cccc([N+](=O)[O-])c1O)C(O)(c1ccccc1)c1ccccc1,0.9,-10,1,-19,1,105,13,0,0.3
CCn1ncc(/C=N/N=C2\CCC3C4CCc5cc(O)ccc5C4CCC23C)c1C (stereo unspecified),8.1,3,5,-20,-8,100,-6,2,7.3
CCN(Cc1ccccc1)C(=O)Cn1c(=O)n(CCC(=O)N2CCCCC2)c(=O)c2sccc21,1.7,5,11,0,0,100,2,2,-0.9
O=C(O)c1ccc(NC(=O)c2ccc(COc3ccccc3)o2)cc1,.,-9,8,.,4,105,1,4,.
COc1ccc(S(=O)(=O)NC2CCSc3ccccc32)cc1OC (stereo unspecified),3.7,-6,2,-11,8,96,7,-2,1.4
CC(C)NC(=O)c1ccccc1N(Cc1ccccc1)S(C)(=O)=O,-0.8,-5,5,-4,-5,100,6,1,-0.4
CS(=O)(=O)c1ccc2sc(NC(=O)c3cc4ccccc4o3)nc2c1,4.7,-4,.,-2,-3,102,-4,8,3.5
CN(Cc1ccccc1)Cc1nc2c(c(=O)n(C)c(=O)n2C)n1Cc1ccc(F)cc1,-0.7,-5,11,3,-9,100,-9,-3,-1.9
Cc1ccc(-c2nnnn2C2C/C(=N\NC(N)=S)C3OCC2O3)cc1 (stereo unspecified),0.4,0,36,-13,-7,110,8,0,1.8
CC(=O)Oc1cc(OC(C)=O)c2c(C)cc(=O)oc2c1,0.3,-3,13,-9,-14,104,2,3,-0.7
CC(=O)Nc1ccc(NC(=O)C(C)OC(=O)CCC(=O)c2ccc(F)cc2)cc1 (stereo unspecified),-0.2,-3,22,-8,7,93,-1,-9,2.0
CC(C)c1ccc(C2=C(O)c3ccccc3C(=O)C2=O)cc1,0.7,1,35,1,6,96,5,-4,-1.4
O=C(N/C(=C/c1ccc(Br)cc1)c1nc2ccccc2[nH]1)c1ccco1,1.2,0,-10,-5,17,103,2,6,-0.3
N#CCC(=N)N1CCN(c2ccc(Cl)cc2)CC1,0.4,-7,28,-6,-6,104,-3,17,1.5
C/C(=N\Nc1ccc(F)cc1F)c1ccc(N2CCOCC2)cc1,0.7,3,-5,-7,-6,88,16,-7,-0.2
c1ccc(C2=NN(c3ccccc3)CC2)cc1,-0.6,-5,-5,1,-7,102,0,3,-0.4
Cc1ccc(CNC(=O)C2(NC(=O)Nc3ccc(C)cc3)CCCCC2)cc1,2.7,-1,0,-10,2,95,-2,-1,1.9
O=C(NOC(=O)c1ccccc1F)c1ccc(OC(F)F)cc1,0.6,-3,-14,-7,2,91,2,-7,0.5
COc1ccc(CCN(C)C(=O)c2cccc(S(=O)(=O)NCc3ccccc3)c2)cc1OC,1.7,1,19,7,-14,119,-2,11,-0.4
COc1ccc(NC(=O)CS(=O)CC(=O)Nc2ccc(-n3cnnn3)c(C)c2)cc1 (stereo unspecified),0.9,-9,7,-1,-10,99,-2,1,0.1
Cc1cccc(C)c1OCc1nnc(SCC(=O)Nc2nccs2)n1-c1ccccc1,-0.5,-4,.,-3,-9,101,0,-1,-1.1
CCCCC(=O)NC(c1ccco1)c1cc(Cl)c2cccnc2c1O (stereo unspecified),3.2,-6,-4,-9,-2,98,20,-1,1.3
COc1ccc(-c2c(-c3cc(OC)cc(OC)c3)n(C)c3ccc(-c4ccc5[nH]ccc5c4)cc23)cc1,-0.1,-4,.,1,.,.,.,.,-0.2
CC(=O)c1c(C)[nH]c(C(=O)CN2CCN(S(=O)(=O)c3ccccc3)CC2)c1C,6.9,-5,.,-6,.,.,.,.,8.6
COc1ccc2nc(Cl)c(C3CC(c4ccco4)=NN3C(=O)CCCC(=O)O)cc2c1 (stereo unspecified),-0.2,-1,13,2,2,94,3,-1,0.7
